NCI-60 one-dose screen, 48 h, at 10 µM unless noted. Numbers give growth in % (100 = growth as untreated, 0 = no growth, -100 = all killed).
NCI-H460 – NCI-H460 lung cancer; AID 1794736; 82,000 compounds, 6.8% hits
HCT-15 – HCT-15 colon cancer | 82,000 compounds, 5.2% hits | AID 1794746
COLO 205 – COLO 205 colon cancer | 79,000 compounds, 7.3% hits
HT29 – HT29 colon cancer; 81,000 compounds, 7.4% hits; AID 1794748
NCI-H322M – NCI-H322M lung cancer. 80,000 compounds, 2.7% hits. AID 1794733
NCI-H522 – NCI-H522 lung cancer. 78,000 compounds, 8% hits. AID 1794739
NCI-H226 – NCI-H226 lung cancer; 79,000 compounds, 3.5% hits; AID 1794732
SW-620 – SW-620 colon cancer | AID 1794795 | 82,000 compounds, 5.2% hits
NCI-H23 – NCI-H23 lung cancer. 80,000 compounds, 4% hits. AID 1794731
Active calls of the source: *; / = no result given; & = joins results of further samples; [ ] = dose if it differs, or a comment. The calls were made as follows: active = growth percent below 10; inactive = the rest.

The first 2 compounds (preview)
entry	compound	NCI-H460	HCT-15	COLO 205	HT29	NCI-H322M	NCI-H522	NCI-H226	SW-620	NCI-H23
1	CCOc1ccccc1C(=O)N1CCN(c2cc(Cl)cc(Cl)c2)CC1	5.7*	11	-66*	-27*	35	-6.4*	66	23	24
2	O=C(c1cc2ccccc2o1)c1ccc(Cl)cc1Cl	109	99	111	115	95	98	97	107	94

Main list, repeating the preview:
entry	compound	NCI-H460	HCT-15	COLO 205	HT29	NCI-H322M	NCI-H522	NCI-H226	SW-620	NCI-H23
1	CCOc1ccccc1C(=O)N1CCN(c2cc(Cl)cc(Cl)c2)CC1	5.7*	11	-66*	-27*	35	-6.4*	66	23	24
2	O=C(c1cc2ccccc2o1)c1ccc(Cl)cc1Cl	109	99	111	115	95	98	97	107	94
3	COc1cccc(/C=C2\S/C(=N\N=C(c3ccccc3)c3ccccc3)NC2=O)c1	96	87	103	70	96	66	78	89	84
4	Cn1c2ccc(Br)cc2c2c3c(c4c5ccccc5[nH]c4c21)C(=O)N(O)C3=O	-15*	/	-84*	-76*	-68*	-67*	24	-12*	-43*
5	O=C1CC(c2nc3ccccc3o2)CN1C1CCCCC1 (stereo unspecified)	105	105	99	94	91	92	97	103	93
6	O=C(OCCOC(=O)c1ccccc1)c1ccccc1	103&113	110&119	112	101&96	116&112	96&99	104&133	100&106	112&110
7	c1ccc(-c2ccc(-c3nc4sccn4c3NCCN3CCOCC3)cc2)cc1	87	93	/	86	76	38	85	96	97
8	O=C(O)C(Cc1cc(I)c(O)c(I)c1)c1ccccc1 (stereo unspecified)	104&106	96&107	114&111	120&110	118&98	104&92	99&99	106&94	104&100
9	CN(C)c1cccc2c(S(=O)(=O)Nc3cccc(-c4csc(NC(=O)CCCCCN5CCN(c6cc7c(cc6F)C(=O)N(C6CCC(=O)NC6=O)C7=O)CC5)n4)c3)cccc12 (stereo unspecified)	91	78	104	92	106	86	73	99	60
10	O=C(CSc1nnc(CSc2ccc(Cl)cc2)n1-c1ccccc1)NC(=O)Nc1ccccc1	22	90	117	99	101	97	97	87	73
11	O=C1CCC(N2Cc3c(CNC(=O)c4ccc(F)cc4)cccc3C2=O)C(=O)N1 (stereo unspecified)	115	94	99	98	104	95	87	101	105
12	O=S=Nc1ccc([N+](=O)[O-])cc1	102	85	106	94	95	82	108	93	95

The list continues:
entry	compound	NCI-H460	HCT-15	COLO 205	HT29	NCI-H322M	NCI-H522	NCI-H226	SW-620	NCI-H23
13	O=C1c2cccc3cccc(c23)C(=O)N1CC1CO1 (stereo unspecified)	101	102	102	97	99	89	89	71	102
14	O=C(Nc1ccc(Cl)cc1)Nc1ccc(Oc2nncc3ccccc23)cc1	21	2.8*	12	0.5*	61	-46*	-55*	-30*	0.5*
15	O=C(/C=C/c1cn(-c2ccccc2)nc1-c1ccccc1)NNC(=O)c1ccc(Cl)cc1Cl	78	76	89	98	71	79	93	90	84
16	Clc1ccc(Nc2nc(Nc3ccccc3)nc(Nc3ccc(-c4cc(-c5ccccc5)on4)cc3)n2)cc1	68	77	71	66	87	65	/	85	82
17	CC(=O)N(CCN(C)C)Cc1ccccc1	105	91	118	115	/	107	102	103	/
18	CC1=CN2C(c3cccc([N+](=O)[O-])c3)=NON(c3ccc(C)cn3)C2C=C1 (stereo unspecified)	47&99	92&101	116&100	106&105	89&99	107	92&104	101&103	103&101
19	CN(c1ccccn1)c1ncnc2[nH]ncc12	112	100	117	111	96	102	97	97	88
20	CC(O)C1CCC2C3CCC4CC(O)CCC4(C)C3C(=O)CC12C (stereo unspecified)	108	105	/	106	101	101	/	99	97
21	COc1ccc(CN2CC3CC3(COc3ccc(F)c(F)c3)C2)cc1F (stereo unspecified)	109	95	105	105	96	89	98	99	/
22	C[C@H]1C[C@@H]2[C@H]([C@@H](O)C[C@@]3(C)[C@H]2CC[C@]3(O)C(=O)COC(=O)CCC(=O)O)[C@@]2(C)C=CC(=O)C=C12	93	108	112	101	97	/	70	101	100
23	O=C1C=CC(=O)N1c1ccc(I)cc1Cl	109	100	113	100	/	-30*	108	107	100
24	O=C(O)c1cc2ccccc2cn1	102	100	108	92	101	72	96	103	96

(continued)
entry	compound	NCI-H460	HCT-15	COLO 205	HT29	NCI-H322M	NCI-H522	NCI-H226	SW-620	NCI-H23
25	O=C1CC(c2ccccc2)(c2ccccc2)c2ccccc21	94	99	99	94	98	/	90	91	90
26	O=[N+]([O-])c1ccc(N=Nc2c(O)c(N=Nc3cc([N+](=O)[O-])cc([N+](=O)[O-])c3O)cc(N=Nc3cc(S(=O)(=O)O)cc4cc(S(=O)(=O)O)cc(O)c34)c2O)cc1	105	101	108	99	89	87	113	108	96
27	COc1cc(NC(=O)[C@@H]2[C@H]3C=C[C@]4(CN(CCc5c[nH]c6ccccc56)C(=O)[C@@H]24)O3)cc(OC)c1	101[50 µM]	91[50 µM]	91[50 µM]	82[50 µM]	86[50 µM]	66[50 µM]	96[50 µM]	105[50 µM]	99[50 µM]
28	CCOC(=O)c1c2c(n3ccc(NC(=O)CCN4CCCCC4)cc13)C(=O)c1ncccc1C2=O	-36*	-63*	-72*	-61*	-77*	5.1*	74	-20*	-55*
29	COc1cc(NCCC(C)=O)c([N+](=O)[O-])cc1OC	108	98	118	111	104	104	114	109	106
30	NS(=O)(=O)c1ccc(CN=C2NC(=O)/C(=C/c3ccc(Br)cc3)S2)cc1	97	92	/	95	101	80	76	93	90
31	COc1ccc(Cl)cc1/C=C/C=N/NS(=O)(=O)c1ccc(C)cc1	102	98	122	95	119	94	85	95	100
32	COc1ccc(/C=C/C(=O)c2nnn(-c3ccc(C(=O)O)cc3)c2C)cc1	112	105	107	100	109	84	97	109	98
33	CCCCC[C@@H](O)c1ccccc1[C@@H]1O[C@@H](CCC(=O)OC)[C@H](O)[C@H]1O	106	101	115	94	103	104	92	98	92
34	CCOC(=O)c1c(Cl)c(Cl)c(Cl)c(Cl)c1C(=O)OCC	107	94	110	106	/	104	98	111	107
35	O=C(OCc1ccccc1)c1ccccc1Cl	108	102	113	117	113	98	106	109	88
36	O=C(/C=C\c1cccc2ccccc12)c1cccc2ccccc12	79	61	/	65	99	73	75	80	78

Further entries follow.
entry	compound	NCI-H460	HCT-15	COLO 205	HT29	NCI-H322M	NCI-H522	NCI-H226	SW-620	NCI-H23
37	CN1C(=O)C(C(=O)/C=C/c2ccc(F)cc2)C(=O)N(C)C1=O	102	100	95	104	102	/	91	101	102
38	CCC1CCCCCC1=O (stereo unspecified)	104	108	106	104	108	100	96	104	98
39	COc1ccc(S(=O)(=O)N2CCC(c3nc(C=C(C#N)C#N)c4ccccn34)CC2)cc1	109	106	118	110	118	/	102	96	89
40	Cc1cccc(C(O)c2cnc(C)n2Cc2ccccc2)c1 (stereo unspecified)	107	106	114	114	111	109	109	103	94
41	CC1(C)CC[C@]2(C(=O)Nc3ccccc3)CC[C@]3(C)C(=CCC4[C@@]5(C)C[C@@H](O)[C@H](O)[C@@](C)(CO)C5CC[C@]43C)C2C1 (stereo partly specified)	51	43	32	22	90	42	54	72	76
42	COc1ccc(C2CC(c3cc4ccccc4oc3=O)=NN2c2ccc(S(=O)(=O)NC(=O)Nc3ccccc3C)cc2)cc1 (stereo unspecified)	100	96	119	/	87	/	85	97	88
43	O=C1Nc2ccccc2/C1=N/N=C/c1coc2ccc(F)cc2c1=O	105	88	/	104	101	86	/	95	97
44	Nc1cccc2c(O)cccc12	93	79	99	94	93	63	84	97	78
45	NC(=O)C(N)C(N)=O	107	100	114	105	99	96	104	110	101
46	CCCCN1CCCCC1C(=O)Nc1c(C)cccc1C (stereo unspecified)	106	96	101	93	93	93	93	102	125
47	O=C(/C(=C/c1ccccc1)CBr)c1ccccc1	86	47	93	84	90	56	93	17	73
48	Cc1ccc(NC(=O)Nc2sc(=S)c3c(c2C#N)CCCC3)c(C)c1	98	97	109	132	93	102	97	97	89

Other records:
entry	compound	NCI-H460	HCT-15	COLO 205	HT29	NCI-H322M	NCI-H522	NCI-H226	SW-620	NCI-H23
49	O=C1N/C(=N/N=C(c2ccccc2)c2ccccc2)S/C1=C\c1ccccc1O	100	92	103	83	83	70	87	99	95
50	COc1ccc(C2CC(C)=NN2C(N)=S)cc1 (stereo unspecified)	101	72	103	80	100	83	97	101	102
51	O=C(O)[C@@H]1c2ccccc2C(=O)N(c2ccc(F)cc2)[C@H]1c1ccc(F)cc1	111	102	109	82	98	67	94	108	96
52	CCCn1c(O)c(N=Nc2ccc(S(N)(=O)=O)cc2)c2cc(Br)ccc21	78	88	106	95	100	69	82	92	96
53	CCOC(=O)c1cnn2c3ccccc3n(S(=O)(=O)c3ccc(OC)cc3)c12	18	13	-19*	12	54	21	20	26	28
54	COc1ccc2[nH]cc(-c3csc4nc(-c5ccccc5)cn34)c2c1	2.0*	11	-33*	-8.9*	65	-34*	31	25	31
55	Nc1nc(-c2ccccc2)c(N=Nc2cccc([N+](=O)[O-])c2)s1	63	79	94	82	77	83	58	88	/
56	COc1ccc2[nH]cc(-c3nc(-c4cn(C)c5ccncc45)cs3)c2c1	-51*	-48*	96	-34*	91	65	106	-57*	94
57	COc1nc2c(c(=O)n1C)CN(Cc1ccccc1)C(C)=N2	109	93	114	104	90	94	114	110	106
58	CCC(CS(=O)(=O)O)[N+](=O)[O-] (stereo unspecified)	110	96	113	108	106	103	101	100	101
59	Nc1nc2c(c(=O)[nH]1)C(c1ccc(F)cc1)C=C(C(=O)O)N2 (stereo unspecified)	105	109	119	117	114	108	105	104	100
60	CCCCCCCCCC(=O)Oc1ccc(/C(=C(/C)Cc2cccc(OC)c2)c2ccc(OCCN3CCCCC3)cc2)cc1	106	65	112	66	110	106	98	96	91

Quoted from above, entries 43–60
entry	compound	NCI-H460	HCT-15	COLO 205	HT29	NCI-H322M	NCI-H522	NCI-H226	SW-620	NCI-H23
43	O=C1Nc2ccccc2/C1=N/N=C/c1coc2ccc(F)cc2c1=O	105	88	/	104	101	86	/	95	97
44	Nc1cccc2c(O)cccc12	93	79	99	94	93	63	84	97	78
45	NC(=O)C(N)C(N)=O	107	100	114	105	99	96	104	110	101
46	CCCCN1CCCCC1C(=O)Nc1c(C)cccc1C (stereo unspecified)	106	96	101	93	93	93	93	102	125
47	O=C(/C(=C/c1ccccc1)CBr)c1ccccc1	86	47	93	84	90	56	93	17	73
48	Cc1ccc(NC(=O)Nc2sc(=S)c3c(c2C#N)CCCC3)c(C)c1	98	97	109	132	93	102	97	97	89
49	O=C1N/C(=N/N=C(c2ccccc2)c2ccccc2)S/C1=C\c1ccccc1O	100	92	103	83	83	70	87	99	95
50	COc1ccc(C2CC(C)=NN2C(N)=S)cc1 (stereo unspecified)	101	72	103	80	100	83	97	101	102
51	O=C(O)[C@@H]1c2ccccc2C(=O)N(c2ccc(F)cc2)[C@H]1c1ccc(F)cc1	111	102	109	82	98	67	94	108	96
52	CCCn1c(O)c(N=Nc2ccc(S(N)(=O)=O)cc2)c2cc(Br)ccc21	78	88	106	95	100	69	82	92	96
53	CCOC(=O)c1cnn2c3ccccc3n(S(=O)(=O)c3ccc(OC)cc3)c12	18	13	-19*	12	54	21	20	26	28
54	COc1ccc2[nH]cc(-c3csc4nc(-c5ccccc5)cn34)c2c1	2.0*	11	-33*	-8.9*	65	-34*	31	25	31
55	Nc1nc(-c2ccccc2)c(N=Nc2cccc([N+](=O)[O-])c2)s1	63	79	94	82	77	83	58	88	/
56	COc1ccc2[nH]cc(-c3nc(-c4cn(C)c5ccncc45)cs3)c2c1	-51*	-48*	96	-34*	91	65	106	-57*	94
57	COc1nc2c(c(=O)n1C)CN(Cc1ccccc1)C(C)=N2	109	93	114	104	90	94	114	110	106
58	CCC(CS(=O)(=O)O)[N+](=O)[O-] (stereo unspecified)	110	96	113	108	106	103	101	100	101
59	Nc1nc2c(c(=O)[nH]1)C(c1ccc(F)cc1)C=C(C(=O)O)N2 (stereo unspecified)	105	109	119	117	114	108	105	104	100
60	CCCCCCCCCC(=O)Oc1ccc(/C(=C(/C)Cc2cccc(OC)c2)c2ccc(OCCN3CCCCC3)cc2)cc1	106	65	112	66	110	106	98	96	91

Following part:
entry	compound	NCI-H460	HCT-15	COLO 205	HT29	NCI-H322M	NCI-H522	NCI-H226	SW-620	NCI-H23
61	Cc1ccc(Nc2c(C(N)=O)cnc3ccc(S(=O)(=O)Nc4cc(C)on4)cc23)cc1	103	108	101	98	96	92	95	105	95
62	O=C(CCn1c[n+](CC(=O)c2ccc(F)cc2)c2ccccc21)Nc1cccc2cccnc12	88	106	56	59	94	67	78	92	83
63	Oc1cccc(N2CCN(c3cccc(O)c3)CC2)c1	110	113	112	/	108	114	110	111	103
64	NC(=O)C[n+]1ccccc1	105	112	108	97	103	87	96	104	97
65	COCC(Cl)/C(N)=N\S(=O)(=O)c1c(C)cc(Cl)cc1Cl (stereo unspecified)	99	99	111	105	108	95	/	105	103
66	CC(=O)Oc1ccccc1C(=O)N=C1[Se]CCN1C(=O)c1ccccc1OC(C)=O	-7.4*	-36*	-27*	0.8*	-22*	-6.5*	-48*	-27*	0.3*
67	O=C(Cc1cccc(OC(F)(F)F)c1)Nc1ccc(CCCCc2nnc(NC(=O)Cc3ccccn3)s2)nn1	74	90	89	77	40	44	61	100	80
68	O=C(c1ccccc1)C(Br)[N+](=O)[O-] (stereo unspecified)	101	78	87	91	101	64	101	39	100

Screening results from PubChem BioAssay.
